Assay outcomes: PubChem, National Center for Advancing Translational Sciences (NCATS)
TrxR1 inh: qHTS Assay for Inhibitors of Mammalian Selenoprotein Thioredoxin Reductase 1 (TrxR1): qHTS. Thioredoxin reductase 1, cytoplasmic (Rattus norvegicus), O89049. recombinant rTrxR1, NADPH fluorescence consumption, selenite substrate. Potency, µM (doses to about 114 µM), for the others: at the highest dose activity change, negative = inhibition, usual class: inhibitors. 390,000 compounds, 1% hits. AID 588453, 2011; note: % is set by controls: 0 for no effect and ±100 for the full control effect; nearly all actives have a fitted effect of over 65% in size
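Rat TrxR1 (90 nM in the dispensed reagent) was pre-reduced with 400 uM NADPH for 5 min at room temperature, then incubated with compound for 15 min. After 400 uM selenite was added, NADPH fluorescence (Ex 340/Em 450 nm) was followed for 8 min.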
IDH1 R132H inh: qHTS for Inhibitors of mutant isocitrate dehydrogenase 1 (IDH1): qHTS; 390,000 compounds, 0.093% hits; AID 602179, 2012; Potency, µM (series often up to 76.6 µM), for the others: at the highest dose activity change, negative = inhibition, actives largely listed as inhibitors; Isocitrate dehydrogenase [NADP] cytoplasmic (Homo sapiens), O75874; IDH1-R132H enzyme, NADPH consumption, diaphorase/resazurin fluorescence; note: % is set by controls: 0 for no effect and ±100 for the full control effect; nearly all actives have a fitted effect of over 65% in size
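IDH1-R132H (0.5 ug/mL) preincubated 30 min with compound, then NADPH (0.016 mM) and alpha-KG (2 mM) added; 80 min at RT, pH 7.5. Remaining NADPH coupled via diaphorase/resazurin to fluorescence (540/590 nm); concentration-response curves normalized to no-enzyme control.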
USP1-UAF1 inh: Inhibitors of USP1/UAF1: Primary Screen | 390,000 compounds, 0.23% hits | recombinant USP1/UAF1, Ub-Rhodamine cleavage fluorescence | Potency, µM (doses to about 57.1 µM), without a hit: at the highest dose activity change, negative = inhibition, most hits filed as inhibitors | AID 743255, 2014 | Ubiquitin carboxyl-terminal hydrolase 1 (Homo sapiens), O94782; note: % is set by controls: 0 for no effect and ±100 for the full control effect; nearly all actives have a fitted effect of over 60% in size; inactives centre near -12
Target sequence (O94782 whole entry, looked up): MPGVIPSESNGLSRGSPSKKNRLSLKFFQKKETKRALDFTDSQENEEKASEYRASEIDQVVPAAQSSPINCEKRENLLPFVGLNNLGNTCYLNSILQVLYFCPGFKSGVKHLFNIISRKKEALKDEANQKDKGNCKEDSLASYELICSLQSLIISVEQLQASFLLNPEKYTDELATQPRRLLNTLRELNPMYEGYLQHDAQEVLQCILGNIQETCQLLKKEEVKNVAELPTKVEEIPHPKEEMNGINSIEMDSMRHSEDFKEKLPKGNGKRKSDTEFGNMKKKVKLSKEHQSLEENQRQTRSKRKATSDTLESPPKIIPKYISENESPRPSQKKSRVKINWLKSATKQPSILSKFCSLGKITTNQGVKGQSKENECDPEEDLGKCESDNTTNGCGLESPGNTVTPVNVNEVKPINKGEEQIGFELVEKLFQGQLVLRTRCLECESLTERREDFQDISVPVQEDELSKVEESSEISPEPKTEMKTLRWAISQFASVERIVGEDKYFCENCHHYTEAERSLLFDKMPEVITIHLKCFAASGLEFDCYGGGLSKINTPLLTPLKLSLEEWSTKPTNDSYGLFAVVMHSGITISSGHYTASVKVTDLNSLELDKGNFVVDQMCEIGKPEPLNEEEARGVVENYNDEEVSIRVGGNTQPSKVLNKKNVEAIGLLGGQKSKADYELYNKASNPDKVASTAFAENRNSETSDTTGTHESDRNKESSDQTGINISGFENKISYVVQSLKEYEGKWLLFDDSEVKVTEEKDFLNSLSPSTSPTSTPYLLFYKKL
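1 nM enzyme complex + cpd, 15 min RT; start with Ub-Rho 150nM final; kinetic fluorescence ex 480/em 540, 6 reads q60 s. Buffer 50mM HEPES pH 7.8, 0.5mM EDTA, 0.1 mg/ml BSA, 1mM TCEP, 0.01% Tween-20.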
Vif-A3G inh: qHTS for Inhibitors of Vif-A3G Interactions: qHTS | DNA dC->dU-editing enzyme APOBEC-3G (Homo sapiens), Q9HC16 | HeLa A3G-eYFP + Vif (tagged APOBEC3G with the HIV-1 protein that degrades it), YFP fluorescence, overnight | Potency, µM (doses to about 46.1 µM), for inactives: at the highest dose activity, negative = active, most hits filed as inhibitors | 410,000 compounds, 0.076% hits;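 note: % is set by controls: 0 for no effect and ±100 for the full control effect; nearly all actives have a fitted effect of over 60% in size; hits raise eYFP signal because A3G escapes Vif-driven loss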
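HeLa cells stably expressing Vif and C-terminally eYFP-tagged A3G, seeded overnight at 37 deg C, then exposed to compound by pintool overnight at 37 deg C. Rise in yellow fluorescence (Ex 488/Em 500-530, Acumen) marks blocked Vif-driven A3G degradation.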
12-LOX inh: Primary qHTS assay for inhibitors of human arachidonate 12S-lipoxygenase (ALOX12): Round 2. 580,000 compounds, 1.1% hits. Polyunsaturated fatty acid lipoxygenase ALOX12 (Homo sapiens), P18054. purified 12hLO, xylenol orange hydroperoxide absorbance. Potency, µM (titrated, usually from 108 µM), without a hit: top-dose activity change, negative = inhibition, usual class: inhibitors; note: % is set by controls: 0 for no effect and ±100 for the full control effect
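Hydroperoxide product was detected by ferrous iron/xylenol orange as the 573 to 405 nm absorbance ratio. Arachidonic acid at 40 uM (final) was turned over for 30 min at room temperature by 150 nM human 12hLO, pH 7.0 Hepes buffer, after 15 min compound preincubation.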
Vif-APOBEC3F blk: qHTS for Inhibitors of Vif-A3F Interactions: qHTS; Potency, µM (titrated, usually from 46.1 µM), for the others: at the highest dose activity, negative = active; AID 602313, 2012; HeLa A3F-eYFP + Vif (tagged APOBEC3F with the HIV-1 protein that degrades it), YFP fluorescence increase; 390,000 compounds, 0.2% hits; note: % of control where 0% means no effect; nearly all actives have a fitted effect of over 65% in size
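Fluorescence increase (Ex 488/Em 500-530) after overnight compound treatment at 37 deg C flags inhibition of Vif-driven A3F-eYFP loss in stable HeLa A3F-eYFP/Vif cells seeded overnight beforehand.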
RXFP1 ag: qHTS Assay for Agonists of the Relaxin Receptor RXFP1; HEK293T-RXFP1 cAMP TR-FRET, 30 min; response scale: percent of porcine relaxin response, buffer zero; Potency, µM (top dose mostly 57.5 µM), inactives show top-dose activation, hits mostly activators; Relaxin receptor 1 (Homo sapiens), Q9HBX9; 370,000 compounds, 0.3% hits; note: % is set by controls: 0 for no effect and ±100 for the full control effect; nearly all actives have a fitted effect of over 60% in size; many of its hits are not listed in these tables
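HEK293 cells stably expressing RXFP1, treated 30 min at 37C with compounds plus PDE4 inhibitor Ro 20174; cAMP measured by HTRF TR-FRET. Normalized to buffer and 29 nM porcine relaxin; EC50 by Hill fit.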
TrxR1 substrate: qHTS Assay for Substrates of Mammalian Selenoprotein Thioredoxin Reductase 1 (TrxR1): qHTS; Thioredoxin reductase 1, cytoplasmic (Rattus norvegicus), O89049; purified TrxR1 substrate turnover, NADPH consumption readout; Potency, µM (top dose mostly 114 µM), without a hit: at the highest dose activity change, negative = substrate turnover; 390,000 compounds, 0.01% hits; AID 588456, 2011; note: % is set by controls: 0 for no effect and ±100 for the full control effect; nearly all actives have a fitted effect of over 50% in size
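Rat TrxR1, dispensed at 90 nM, was prereduced with 400 uM NADPH (final) for 5 min at ~22 deg C, then incubated with compound 15 min before 400 uM selenite. A first-read NADPH fluorescence drop versus no-compound background flagged substrates.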
RGS4 inh: Inhibitors of Regulator of G Protein Signaling (RGS) 4: qHTS | Regulator of G-protein signaling 4 (Homo sapiens), P49798 | Transcreener GDP fluorescence polarization, RGS4-accelerated GTP hydrolysis | Potency, µM (doses to about 114 µM), inactives show top-dose activity change, negative = inhibition, most hits filed as inhibitors | 390,000 compounds, 0.039% hits; note: % is set by controls: 0 for no effect and ±100 for the full control effect; nearly all actives have a fitted effect of over 75% in size; some results filed as inactive show a strong effect at the top dose
Target sequence (P49798 whole entry, looked up): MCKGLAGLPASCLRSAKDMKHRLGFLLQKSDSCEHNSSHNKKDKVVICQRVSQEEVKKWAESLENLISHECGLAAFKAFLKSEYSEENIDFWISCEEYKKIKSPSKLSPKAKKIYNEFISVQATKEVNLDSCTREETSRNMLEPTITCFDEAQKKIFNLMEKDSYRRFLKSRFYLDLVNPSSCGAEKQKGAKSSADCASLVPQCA
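MLSMR compounds (23 nl, pin-transferred) preincubated 10 min at room temperature with a 500nM (2x) first reagent, then RGS4 at 900nM (2x) plus Transcreener GDP mix added; fluorescence polarization (620/688 nm) read before and after 90 min at 30 °C.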
* = called active by the depositor; & = joins results of further samples; [ ] = dose if it differs, or a comment. Calls come from the whole dose curve; as a rule, active = well fitted curve in the direction sought with a large enough effect; inconclusive = small, poorly fitted or top-dose-only effect, or another doubt; inactive = no such curve, though single readings can be large; an effect the other way counts as inactive or inconclusive. Potency is the fitted concentration of half-maximal effect.

Results for Cc1ccc(NC(=O)CSCc2c(C)noc2C)cc1C ?
TrxR1 inh: 38%[activator]; IDH1 R132H inh: 3%; USP1-UAF1 inh: -3%; Vif-A3G inh: -3%; 12-LOX inh: inconclusive; Vif-APOBEC3F blk: 4%; RXFP1 ag: 1.0%; TrxR1 substrate: 13%; RGS4 inh: 17%

Results for CN(C)S(=O)(=O)c1ccc(N2CCCC2)c(C(=O)NCC(=O)Nc2ccc(F)c(F)c2)c1 ?
TrxR1 inh: 10%; IDH1 R132H inh: 9%; USP1-UAF1 inh: -4%; Vif-A3G inh: 0%; 12-LOX inh: inconclusive; Vif-APOBEC3F blk: -18%; RXFP1 ag: -1.4%; TrxR1 substrate: 13%; RGS4 inh: inconclusive

What do the screens show for `COC(=O)c1c(NC(C)=O)sc2c1CCN(Cc1ccccc1)C2`?
TrxR1 inh: 8%[57.1 µM]; IDH1 R132H inh: 16%; USP1-UAF1 inh: -21%; Vif-A3G inh: 4%; 12-LOX inh: -2%; Vif-APOBEC3F blk: 14%; RXFP1 ag: 5.1%; TrxR1 substrate: 3%[57.1 µM]; RGS4 inh: -20%

How did CCC(C)Sc1nc2ccccc2n1CC(=O)O (stereo not given) do in these assays?
TrxR1 inh: -15%; IDH1 R132H inh: 0%; USP1-UAF1 inh: -11%; Vif-A3G inh: 4%; 12-LOX inh: inconclusive; Vif-APOBEC3F blk: -2%; RXFP1 ag: 0.4%; TrxR1 substrate: -15%; RGS4 inh: 2%

What do the screens show for `O=S(=O)(c1ccc(C(F)(F)F)cc1)N1CCCN(c2ccc(C(F)(F)F)cn2)CC1`?
TrxR1 inh: 11%[57.1 µM]; IDH1 R132H inh: -3%; USP1-UAF1 inh: -24%; Vif-A3G inh: -1%; 12-LOX inh: inconclusive; Vif-APOBEC3F blk: 2%; RXFP1 ag: -0.6%; TrxR1 substrate: -8%[57.1 µM]; RGS4 inh: -27%

What do the screens show for `Cc1ccc(S(=O)(=O)N2CCC(C(=O)NCc3ccccc3Cl)CC2)cc1`?
TrxR1 inh: 12%&35%[57.1 µM]; IDH1 R132H inh: 2%&5%; USP1-UAF1 inh: 14%&-8%; Vif-A3G inh: -3%&0%; 12-LOX inh: inconclusive; Vif-APOBEC3F blk: -4%&-14%; RXFP1 ag: 1.2%&-0.2%; TrxR1 substrate: 4%&14%[57.1 µM]; RGS4 inh: 10%&-8%

What do the screens show for `O=C(NC1CCOCC1)C1CCC(=O)N(CCc2ccc(Cl)cc2)C1` (stereo not given)?
TrxR1 inh: 16%; IDH1 R132H inh: 0%; USP1-UAF1 inh: -13%; Vif-A3G inh: 5%; 12-LOX inh: 0%; Vif-APOBEC3F blk: 4%; RXFP1 ag: 2.0%; TrxR1 substrate: 8%; RGS4 inh: -2%

How did CCC(C)C(NC(=O)CCC(=O)OCC(=O)[C@@]1(O)CCC2[C@@H]3CCC4=CC(=O)C=C[C@]4(C)C3[C@@H](O)C[C@@]21C)C(=O)O (stereo not given in full) do in these assays?
TrxR1 inh: 17%; IDH1 R132H inh: 1%; USP1-UAF1 inh: -18%; Vif-A3G inh: -1%; 12-LOX inh: inconclusive; Vif-APOBEC3F blk: 3%; RXFP1 ag: 0.1%; TrxR1 substrate: 3%; RGS4 inh: 17%

Results for O=c1[nH]ncc(N/N=C\c2cccs2)c1Cl ?
TrxR1 inh: inconclusive; IDH1 R132H inh: -3%; USP1-UAF1 inh: -9%; Vif-A3G inh: -32%; 12-LOX inh: -6%; Vif-APOBEC3F blk: -11%; RXFP1 ag: 0.0%; TrxR1 substrate: -24%; RGS4 inh: 16%

How did C/C=C1\COC(C(=O)NCCCN2CCCC2=O)(C(F)(F)F)C=C1C=C(C)C (stereo not given) do in these assays?
TrxR1 inh: 3.2µM*; IDH1 R132H inh: 1%[38.3 µM]; USP1-UAF1 inh: -18%; Vif-A3G inh: 1%&-1%; 12-LOX inh: 1%; Vif-APOBEC3F blk: -3%; TrxR1 substrate: -5%&6%; RGS4 inh: inconclusive

Results for O=c1c2c(-c3cccs3)csc2ncn1-c1ccccc1 ?
TrxR1 inh: 2%; IDH1 R132H inh: 1%; USP1-UAF1 inh: -7%; Vif-A3G inh: -10%; 12-LOX inh: -11%; Vif-APOBEC3F blk: -3%; RXFP1 ag: 1.4%; TrxR1 substrate: 0%; RGS4 inh: -20%

Results for COc1cccc(C(=O)c2c[nH]c(C(=O)NCCCN3CCOCC3)c2)c1 ?
TrxR1 inh: -1%; IDH1 R132H inh: 9%; USP1-UAF1 inh: -22%; Vif-A3G inh: -1%; 12-LOX inh: -6%; Vif-APOBEC3F blk: 12%; RXFP1 ag: 1.9%; TrxR1 substrate: -2%; RGS4 inh: -11%[56.9 µM]

How did OCC1(CCCc2ccccc2)CCN(Cc2cc(F)ccc2F)CC1 do in these assays?
TrxR1 inh: 19%; IDH1 R132H inh: 6%; USP1-UAF1 inh: -13%; Vif-A3G inh: 0%; 12-LOX inh: -3%; Vif-APOBEC3F blk: 0%; RXFP1 ag: -0.2%; TrxR1 substrate: 0%; RGS4 inh: 2%

Results for COc1ccc(OC)c(NC(=O)C23CCC(C)(C(=O)C2)C3(C)C)c1 (stereo not given) ?
TrxR1 inh: 6%[57.1 µM]; IDH1 R132H inh: 3%; USP1-UAF1 inh: -19%; Vif-A3G inh: 1%; 12-LOX inh: 0%; Vif-APOBEC3F blk: -3%; RXFP1 ag: 0.5%; TrxR1 substrate: 6%[57.1 µM]; RGS4 inh: -5%

How did O=C(NNc1cccc(Cl)n1)c1c(F)cccc1F do in these assays?
TrxR1 inh: 4%[57.1 µM]; IDH1 R132H inh: -6%; USP1-UAF1 inh: -22%; Vif-A3G inh: -1%; 12-LOX inh: 4%; Vif-APOBEC3F blk: 4%; RXFP1 ag: 3.3%; TrxR1 substrate: 6%[57.1 µM]; RGS4 inh: 16%

What do the screens show for `O=C(CN1C(=O)NC2(CCCC2)C1=O)Nc1nc2c(F)cc(F)cc2s1`?
TrxR1 inh: -2%; IDH1 R132H inh: 1%; USP1-UAF1 inh: -17%; Vif-A3G inh: -3%; 12-LOX inh: -27%; Vif-APOBEC3F blk: 5%; RXFP1 ag: 2.3%; TrxR1 substrate: 3%; RGS4 inh: -35%

How did Cc1ccc(OCCN2C(=O)c3ccccc3C2=O)cc1 do in these assays?
TrxR1 inh: 10%; IDH1 R132H inh: 3%; USP1-UAF1 inh: -6%; Vif-A3G inh: 1%; 12-LOX inh: 24%; Vif-APOBEC3F blk: 0%; RXFP1 ag: 0.8%; TrxR1 substrate: -6%[57.1 µM]; RGS4 inh: -24%

Results for Nc1cc(=O)[nH]c(SCC(=O)Nc2cc([N+](=O)[O-])ccc2Cl)n1 ?
TrxR1 inh: 17%[11.4 µM]; IDH1 R132H inh: -6%; USP1-UAF1 inh: -13%; Vif-A3G inh: 1%; 12-LOX inh: -25%; Vif-APOBEC3F blk: 7%; RXFP1 ag: 3.7%; TrxR1 substrate: 10%[57.1 µM]; RGS4 inh: inconclusive

Molecules above containing an aryl thioether with sulfur outside any ring:
How did CCC(C)Sc1nc2ccccc2n1CC(=O)O (stereo not given) do in these assays?
TrxR1 inh: -15%; IDH1 R132H inh: 0%; USP1-UAF1 inh: -11%; Vif-A3G inh: 4%; 12-LOX inh: inconclusive; Vif-APOBEC3F blk: -2%; RXFP1 ag: 0.4%; TrxR1 substrate: -15%; RGS4 inh: 2%

Results for Nc1cc(=O)[nH]c(SCC(=O)Nc2cc([N+](=O)[O-])ccc2Cl)n1 ?
TrxR1 inh: 17%[11.4 µM]; IDH1 R132H inh: -6%; USP1-UAF1 inh: -13%; Vif-A3G inh: 1%; 12-LOX inh: -25%; Vif-APOBEC3F blk: 7%; RXFP1 ag: 3.7%; TrxR1 substrate: 10%[57.1 µM]; RGS4 inh: inconclusive

The list is partial, so the mix of outcomes need not match the whole.
